GDH-TPI inh: GDH-TPI coupling enzyme inhibitors, primary screen, artefact control for M. tuberculosis FBA inhibitor project, biochemical, absorbance, full deck; 360,000 tested, 1.2% active; GDH-TPI coupled enzyme counterscreen, NADH absorbance; AID 588335, 2011; inhibition, % at 4.8 µM;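 also: 0% = DMSO wells and 100% = wells lacking the enzyme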
FBA Mtb inh: Mtb FBA enzyme inhibitors, primary screen, biochemical, fluorescence, strain H37Rv; inhibition, % at 1 µM; Fructose-bisphosphate aldolase (Mycobacterium tuberculosis (strain ATCC 25618 / H37Rv)), …; purified M. tuberculosis FBA, fluorescence read-out; 360,000 tested, 2.3% active; in the data active = inhibition above about 27%;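 also: 0% = vehicle and 100% = reference inhibitor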
Target sequence (P9WQA3 whole entry, looked up): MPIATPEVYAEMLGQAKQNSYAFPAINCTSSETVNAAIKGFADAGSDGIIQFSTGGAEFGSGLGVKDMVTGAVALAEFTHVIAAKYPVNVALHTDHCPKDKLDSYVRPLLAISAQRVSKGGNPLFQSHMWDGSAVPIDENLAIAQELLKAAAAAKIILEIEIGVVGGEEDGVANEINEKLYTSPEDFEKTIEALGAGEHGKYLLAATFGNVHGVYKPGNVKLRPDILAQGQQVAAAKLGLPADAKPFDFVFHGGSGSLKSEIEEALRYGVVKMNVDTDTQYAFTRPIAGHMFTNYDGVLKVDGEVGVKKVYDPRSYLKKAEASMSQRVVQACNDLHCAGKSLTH
Rv3671c inh: Rv3671c serine protease inhibitors, primary screen, biochemical, fluorescence polarization, M. tuberculosis H37Rv; inhibition, % at 5.96 µM; AID 2606, 2010; 320,000 tested, 0.048% active; in the data active = inhibition above about 38%;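 also: extracellular domain of Rv3671c used as enzyme; 0% = enzyme with DMSO and 100% = no enzyme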
BioA inh: M. tuberculosis BioA enzyme inhibitors, primary screen, biochemical, plate reader, single point, HTS; 7,8-diaminopelargonic acid synthase BioA (Mycobacterium tuberculosis); purified M. tuberculosis BioA enzyme; inhibition, % at 9.99 µM; 360,000 tested, 0.096% active; in the data active = inhibition above about 40%; inconclusive = no clear call, values can overlap the other calls
MazF activator: activators of E. coli MazEF toxin-antitoxin RNase, primary screen, biochemical, fluorescence, uHTS; AID 504720, 2011; 350,000 tested, 0.32% active; activation, % at 20 µM; FAM/BHQ RNA-DNA oligo cleavage fluorescence, 5 h; in the data active = activation above about 50%
Target sequence (P0AE70 whole entry, looked up): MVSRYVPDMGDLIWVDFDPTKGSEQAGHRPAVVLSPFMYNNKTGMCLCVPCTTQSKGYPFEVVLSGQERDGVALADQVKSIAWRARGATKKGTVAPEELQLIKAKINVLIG
BoNT-F LC inh: BoNT/F light chain protease inhibitors, primary screen, biochemical, flow cytometry, MLPCN library. Botulinum neurotoxin type F light chain protease (Clostridium botulinum). 360,000 tested, 0.22% active. inhibition, % at 10 µM. Multiplex microsphere protease cleavage assay; in the data active = inhibition above about 35%, passing the limit was not always enough; inconclusive = no clear call, values can overlap the other calls; also: plate controls were buffer without enzyme for full effect and enzyme alone for no effect
Mtb UGM inh: M. tuberculosis UGM enzyme inhibitors, primary screen, biochemical, fluorescence polarization, single point. purified UGM, fluorescence polarization probe displacement. inhibition, % at 10 µM. 320,000 tested, 0.06% active. AID 504406, 2011; in the data active = inhibition above about 10%, passing the limit was not always enough; inconclusive = no clear call, values can overlap the other calls
Target sequence (P9WIQ1 whole entry, looked up): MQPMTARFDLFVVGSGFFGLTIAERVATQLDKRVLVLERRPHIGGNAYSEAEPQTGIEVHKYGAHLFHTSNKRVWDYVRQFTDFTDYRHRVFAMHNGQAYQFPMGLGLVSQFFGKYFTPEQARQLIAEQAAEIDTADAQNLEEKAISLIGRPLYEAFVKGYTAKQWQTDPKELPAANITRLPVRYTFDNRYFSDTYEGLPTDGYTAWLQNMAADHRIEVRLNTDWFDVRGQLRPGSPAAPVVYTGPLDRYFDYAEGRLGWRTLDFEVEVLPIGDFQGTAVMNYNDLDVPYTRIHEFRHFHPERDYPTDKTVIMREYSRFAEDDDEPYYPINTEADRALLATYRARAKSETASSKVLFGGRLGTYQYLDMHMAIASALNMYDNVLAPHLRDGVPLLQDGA
FadD28 FP inh: inhibitors of FadD28 bisubstrate probe binding, primary screen, biochemical, fluorescence polarization, single point. inhibition, % at 12.5 µM. Mycobacterium tuberculosis FadD28 fatty-acid-AMP ligase. 360,000 tested, 0.22% active; in the data active = inhibition above about 8.5%, passing the limit was not always enough; inconclusive = no clear call, values can overlap the other calls
VHR inh abs: VHR1 phosphatase inhibitors, primary screen, biochemical, absorbance, uHTS. recombinant VHR phosphatase, pNPP absorbance. inhibition, % at 13.3 µM. 290,000 tested, 0.52% active. AID 1654, 2009; in the data active = inhibition above about 50%; also: some compounds called inactive have numbers as strong as hits
Target sequence (P51452 whole entry, looked up): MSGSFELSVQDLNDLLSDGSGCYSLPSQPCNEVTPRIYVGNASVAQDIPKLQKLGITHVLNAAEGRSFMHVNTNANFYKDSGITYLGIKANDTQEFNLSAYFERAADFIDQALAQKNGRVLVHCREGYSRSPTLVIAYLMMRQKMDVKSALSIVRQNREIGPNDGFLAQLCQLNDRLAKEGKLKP
CCHF vOTU inh: CCHFV vOTU protease inhibitors, primary screen, biochemical, Pep-AMC substrate, fluorescence; Crimean-Congo hemorrhagic fever virus L polyprotein viral ovarian tumor (vOTU) protease …; inhibition, % at 11.5 µM; 370,000 tested, 0.55% active; AID 651958, 2012; also: 0% = vehicle wells with enzyme and 100% = no enzyme wells
An asterisk follows results filed as active; u = inconclusive; x = no result given; & = joins results of further samples. Rule as the data show it, unless noted: active = inhibition above about 30%; inactive = the rest.

SMILES	GDH-TPI inh	FBA Mtb inh	Rv3671c inh	BioA inh	MazF activator	BoNT-F LC inh	Mtb UGM inh	FadD28 FP inh	VHR inh abs	CCHF vOTU inh
CCN(CC)CC(=O)Nc1sc2c(c1C(=O)c1ccccc1OC)CCC2	6	-1	2	x	5	-5	2.4	-3.1	26	-4
N#Cc1nc(Cc2cccc3ccccc23)oc1NCc1ccc(F)cc1	0	-5	-18	x	0	-5	2.2	0.5	-8	2
COc1ccc(Cc2nnc(NC(=O)c3ccc(F)cc3)s2)cc1OC	6	-1	-8	0.3	5	4	-2.4	-2.6	30	4
Cc1cccc(Sc2ccc([N+](=O)[O-])cn2)c1	12	-2	-4	x	-3	-4	3.2	-4.0	-8	-2
Cc1occc1-c1nnc(SCC(=O)N(C)C)o1	-14	0	-2	2.0	-1	0	1.7	-2.9	-28	-12
CCOC(=O)C1(CCOc2ccccc2)CCN(Cc2ccncc2)CC1	-2	1	-7	x	4	-4	0.2	-0.3	39	-5
Cc1ccc(NC(=O)Cn2nnc(C(=O)NCc3cccs3)c2N)c(C)c1	9	-1	-12	-0.6	-6	2	1.6	-1.3	7	-10
CCCNC(=O)C1(C)CCCN(Cc2ccc(Oc3ccccc3)cc2)C1 (configuration not stated)	-1	0	x	-1.2	x	-6	x	-5.5	x	13
CC(NCC#Cc1ccccc1)C(O)c1ccccc1 (configuration not stated)	4	2	-3	x	6	-8	-2.0	-0.3	18	5
Cc1ccc(C)c(Cn2nnc3c(=O)[nH]c(C4CCN(S(=O)(=O)c5ccc(S(=O)(=O)NC6CC6)cc5)CC4)nc32)c1	-6	-5	-41	-0.1	-1	-16	0.8	-0.2	-5	15
COc1ccccc1N1CCN(CC(=O)NCCc2ccc(S(N)(=O)=O)cc2)CC1	-11	0	1	x	5	4	-0.3	-4.0	14	0
COc1ccc(-c2csc(Nc3ncccn3)n2)cc1C	-2	-2	-2	-1.1	-8	0	0.4	-0.8	-2	-18

One compound at a time, as listed above. Values in the order: GDH-TPI inh, FBA Mtb inh, Rv3671c inh, BioA inh, MazF activator, BoNT-F LC inh, Mtb UGM inh, FadD28 FP inh, VHR inh abs, CCHF vOTU inh
N#Cc1nc(Cc2cccc3ccccc23)oc1NCc1ccc(F)cc1 as listed: 0, -5, -18, x, 0, -5, 2.2, 0.5, -8, 2
Cc1ccc(NC(=O)Cn2nnc(C(=O)NCc3cccs3)c2N)c(C)c1 as listed: 9, -1, -12, -0.6, -6, 2, 1.6, -1.3, 7, -10

Next compounds follow:
SMILES	GDH-TPI inh	FBA Mtb inh	Rv3671c inh	BioA inh	MazF activator	BoNT-F LC inh	Mtb UGM inh	FadD28 FP inh	VHR inh abs	CCHF vOTU inh
COc1ccc(C2CC(c3ccccc3)=NN2C(=O)COC(=O)c2cccc(N)c2)cc1 (configuration not stated)	0	18	-8	-1.0	-2	4	2.9	-0.7	x	4
O=C(Cc1ccc(Br)cc1)N1CCN(C(=O)c2ccccc2)CC1	0	0	-5	x	4	2	3.3	-3.7	x	-7
CC1=C(C(=O)Nc2cccnc2)C(c2ccccn2)n2nnnc2N1 (configuration not stated)	-8	-2	-9	2.0	2	1	-0.2	-2.7	35	-2
N#Cc1nc(-c2cccs2)oc1NCc1ccc2c(c1)OCO2	27	112*	-8	3.3	7	14	0.5	-1.7	-28	-40
CCOc1ccc(S(=O)(=O)N(C)c2ccc(OCC(=O)Nc3ccccc3F)cc2)cc1	-8	1	x	-0.3	2	-4	x	-1.2	x	3
Cc1ccc2cccc(OCc3cccc([N+](=O)[O-])c3)c2n1	0	-3	-9	-0.2	0	-18	-2.9	-1.5	2	3
N#CC1(c2ccccc2)CCC(=O)N1Cc1ccccc1 (configuration not stated)	-8	0	2	-0.4	-4	u	-1.1	-4.3	17	-11
O=C(CN(CCc1ccccc1)C(=O)CN1C(=O)COc2ccccc21)NCc1ccco1	1	-1	4	x	0	2	-0.9	-2.6	-10	1
O=C(COc1ccc(F)cc1)N1CCCc2ccccc21	0	0	-4	-0.4	2	x	-4.0	-1.0	4	7
O=C(Nc1ccc(Cl)cc1)c1nc[nH]c1C(=O)N1CCN(c2ccccc2)CC1	9	0	8	-1.5	4	3	-2.3	-1.9	x	-6
O=S(=O)(/N=C(/Nc1nc2ccccc2s1)c1ccccc1)c1ccccc1	18	0	5	-0.3	-4	-8	-1.2	1.6	x	4
O=c1[nH]c2ccccc2n2c(-c3ccncc3)nnc12	12	2	x	-3.6	-2	13	x	-0.4	21	4
CCN(CC)CCCN(Cc1cc2cc(OC)ccc2[nH]c1=O)C(=O)Nc1ccc(F)cc1	12	8	-5	x	8	2	-1.3	-1.9	23	-18
CCCCNC(=S)N/N=C/c1sccc1C	14	1	-6	x	-20	-7	-1.7	0.5	2	9
CCOc1ccc(CCNC(=O)CSc2cc(=O)n(CC)c3ccccc23)cc1OCC	5	4	-5	-1.0	-11	8	2.0	2.5	-8	-8
Cc1nnc(NC(=O)CN2CCN(Cc3ccc(F)cc3Cl)CC2)s1	-2	-1	5	-0.1	-1	-5	1.0	-2.0	15	4
Cc1ccc(CNC(=O)c2c(-c3ccccc3)sc3ccccc23)o1	13	-1	0	1.3	-3	4	-0.1	-1.8	x	19
Cc1ccc(C(=O)OCC(=O)NCc2cc(C)c(O)c(C)c2)cc1S(=O)(=O)N1CCCCC1	-6	-1	0	-0.1	0	2	0.1	0.2	x	10
CC(Sc1nnc(C2CC2)n1-c1ccccc1)C(=O)N1CCNC1=O (configuration not stated)	2	4	x	-1.3	4	7	x	-1.0	x	-3
CCOC(=O)c1sc2nc(CC(=O)OC)nc(NCCN(CC)CC)c2c1C	24	132*	6	2.3	5	2	-2.0	-4.6	45	-30
CCC(C)NC(=O)Cn1cnc2sc(C)c(S(=O)(=O)N3CCN(c4ncccn4)CC3)c2c1=O (configuration not stated)	2	3	-3	x	10	0	-1.0	-0.1	30	1
CC1=CC(=O)c2ccccc2C1=O	0&9	0&-1	3&6	0.3&1.3	-8&9	-2&0	-1.8&0.4	-1.1&-3.1	9	11&3
COc1ccc(C2Nc3ccccc3C(=O)N2c2ccccc2)cc1CSc1ccccn1 (configuration not stated)	9	12	-12	-1.3	-4	-14	-0.5	-1.3	13	-33
Cc1cccc(C(=O)Nc2ccccc2C(=O)Nc2ccc(C(=O)O)cc2)c1	-5	-1	-3	-1.0	2	u	0.1	-5.5	-12	-11
COc1cccc(NC(=S)N(Cc2ccco2)C(C)c2ccco2)c1 (configuration not stated)	4	5	3	x	-1	-5	-0.2	-0.8	17	-2
COc1ccc(-c2noc(CSc3nc4sc(C)c(C)c4c(=O)n3-c3ccccc3)n2)cc1	0	2	1	-1.8	-15	2	1.6	-2.2	13	6
CCN(CC)CCCn1c2c(c(SCC(=O)Nc3ccc4c(c3)OCCO4)nc1=O)CCC2	13	-1	7	1.7	8	-7	-1.2	-2.8	x	7
Cc1ccc(C2=NS(=O)(=O)N(C)C(C(=O)NCc3cccs3)=C2)cc1	23	1	3	1.0	0	-4	3.8	-2.9	17	7
O=C(CCC(=O)Nc1ccc(Br)cc1)N/N=C/c1ccc(F)cc1	2	2	-9	1.4	-7	3	0.3	-1.4	10	-3
O=C(COC(=O)[C@@H]1CCCN1S(=O)(=O)c1ccc(Cl)cc1)NC1CC1	4	-1	2	-0.7	5	1	0.2	-2.6	7	8
CC(=O)c1ccc(S(=O)(=O)N2CCN(C(C)C(=O)N(C)Cc3ccccc3)CC2)cc1 (configuration not stated)	5	1	-3	-1.9	1	-2	2.1	-0.2	x	-5
COCc1ccc(CN2CCCC(CCC(=O)NCc3ccc(C)o3)C2)o1 (configuration not stated)	20	4	0	0.1	4	-2	3.5	-0.9	0	-11
Clc1ccc(OCc2nn3c(-c4ccco4)nnc3s2)c(Cl)c1	-1	1	-4	-3.8	-15	12	0.4	-2.8	-4	6
COc1ccc2ccccc2c1/C=N/N1C(=O)CSC1=S	-2	-6	-1	x	-38	2	0.7	-3.5	30	8
COc1ccccc1-c1cc(C(=O)N/N=C/c2sccc2C)c2ccccc2n1	24	-3	-14	-1.6	0	u	0.0	-7.9	10	7
CCOC(=O)C1=C(CSc2nccn2C)NC(=O)NC1c1ccc(OC)cc1 (configuration not stated)	2	-4	-7	2.2	1	-4	1.5	-0.9	26	-4
O=C(COc1ccccc1)OCC(=O)c1c[nH]c2ccccc12	16	2	0	1.0	7	0	0.2	0.3	x	-28
CCCc1c(C(=O)N/N=C(\C)c2ccc(O)cc2)nnn1-c1nonc1N	12	-1	4	0.1	9	x	-1.4	-0.7	21	18
O=C(Nc1cccnc1)c1cc([N+](=O)[O-])ccc1Cl	-2	2	-3	x	1	7	1.4	-1.1	33	-13
COc1cccc(OC)c1C1=NC(C)(C)CO1	4	2	-2	-1.3	-3	3	0.4	-0.2	-7	-6
Cc1csc2ncnc(NC3CCN(Cc4ccccc4)CC3)c12	8	0	3	8.3	0	u	1.3	-4.2	23	-10
CCCN(CCC)C(=O)c1cc2c(=O)[nH]c3ccc(C)cc3c2s1	4	5	-3	-1.2	5	-4	-1.2	-1.7	16	7
O=C(CN1CCN(C(c2ccccc2)c2ccccc2)CC1)Nc1ccc(N2CCOCC2)cc1	-2	-4	-1	x	5	-1	-2.3	-2.9	29	-9
CCC1(C)Cc2ccccc2-c2nc(NCCO)n(-c3ccccc3)c(=O)c21 (configuration not stated)	13	176*	-1	5.3	-4	-5	0.6	-0.8	-16	-157
Cc1sc2nc(-c3cccnc3)nc(Cl)c2c1-c1ccccc1	7	2	1	1.8	-42	13	-1.1	-3.1	2	-9
CC(Oc1ccc2c(c1)oc(=O)c1ccccc12)C(=O)NCCN1CCOCC1 (configuration not stated)	5	60*	-12	1.3	13	4	0.8	-2.4	7	-55
COc1ccc2nc(NC(=O)CSc3nnc4n3C(C)(C)Cc3ccccc3-4)sc2c1	-16	2	-5	x	1	6	-0.5	-2.8	8	-2
CCc1ccccc1NS(=O)(=O)c1ccc(OC)c2ncccc12	17	6	-5	-2.1	4	2	-0.9	-1.7	-2	14

Part of the list above in order of length of the SMILES, ascending:
SMILES	GDH-TPI inh	FBA Mtb inh	Rv3671c inh	BioA inh	MazF activator	BoNT-F LC inh	Mtb UGM inh	FadD28 FP inh	VHR inh abs	CCHF vOTU inh
O=C(COc1ccc(F)cc1)N1CCCc2ccccc21	0	0	-4	-0.4	2	x	-4.0	-1.0	4	7
Cc1csc2ncnc(NC3CCN(Cc4ccccc4)CC3)c12	8	0	3	8.3	0	u	1.3	-4.2	23	-10
CC(=O)c1ccc(S(=O)(=O)N2CCN(C(C)C(=O)N(C)Cc3ccccc3)CC2)cc1 (configuration not stated)	5	1	-3	-1.9	1	-2	2.1	-0.2	x	-5

Additional results follow.
SMILES	GDH-TPI inh	FBA Mtb inh	Rv3671c inh	BioA inh	MazF activator	BoNT-F LC inh	Mtb UGM inh	FadD28 FP inh	VHR inh abs	CCHF vOTU inh
O=C(Cc1ccc(Cl)cc1)Nc1ccc(S(=O)(=O)N2CCOCC2)cc1	-10	1	-2	5.4	4	-4	1.9	-8.2	-35	5
COC(=O)[C@]1(C)CCC[C@@]2(C)C3CC[C@@]4(C)C[C@]3(CCC21)CC4=NO (some centres not stated)	-6	-2	1	-0.6	6	-6	-0.8	-8.9	x	11
O=[N+]([O-])c1ccc(CNc2ccc(Cl)cc2)s1	13	1	-10	4.8	5	u	0.2	10*	17	8
COC(=O)COc1ccc2cccc(-n3cnnn3)c2c1	0	0	-1	1.1	8	-5	1.8	0.6	4	-6
CCCn1nnc(NC(=O)/C=C/c2ccccc2)n1	-2	1	5	x	-3	0	-2.4	0.4	2	-5

Bioassay records deposited in PubChem BioAssay by several laboratories.
